Source: PubChem BioAssay (National Center for Advancing Translational Sciences (NCATS))
D2 antagonist – HTS Assay for Allosteric Antagonists of the Human D2 Dopamine Receptor: Primary Screen for Antagonists | HEK293 TREx D2 cells, calcium flux, dopamine EC80 | 340,000 compounds, 2% hits | inhibition, % at 10 µM | D(2) dopamine receptor (Homo sapiens), P14416; in the data active means inhibition above about 30%; further: 0% is about no effect
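HEK293 T-REx D2 cells, tet-induced, calcium dye no-wash. Cpd pintool add, 180 s kinetic, then EC80 DA, 180 s kinetic. Ca flux read.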
mIDH1 inhibitor – qHTS for Inhibitors of mutant isocitrate dehydrogenase 1 (IDH1): qHTS; Isocitrate dehydrogenase [NADP] cytoplasmic (Homo sapiens), O75874; IDH1-R132H enzyme, NADPH consumption, diaphorase/resazurin fluorescence; Potency, µM (highest dose often 76.6 µM), inactives show at the highest dose activity change, negative = inhibition, most hits filed as inhibitors; 390,000 compounds, 0.093% hits; AID 602179, 2012; further: potency means the concentration at half of the fitted maximal effect; on the % scale 0 is the no-effect control and ±100 the full control effect; nearly all actives have a fitted effect of over 65% in size
Target sequence (O75874 whole entry R132H, stated change not applied): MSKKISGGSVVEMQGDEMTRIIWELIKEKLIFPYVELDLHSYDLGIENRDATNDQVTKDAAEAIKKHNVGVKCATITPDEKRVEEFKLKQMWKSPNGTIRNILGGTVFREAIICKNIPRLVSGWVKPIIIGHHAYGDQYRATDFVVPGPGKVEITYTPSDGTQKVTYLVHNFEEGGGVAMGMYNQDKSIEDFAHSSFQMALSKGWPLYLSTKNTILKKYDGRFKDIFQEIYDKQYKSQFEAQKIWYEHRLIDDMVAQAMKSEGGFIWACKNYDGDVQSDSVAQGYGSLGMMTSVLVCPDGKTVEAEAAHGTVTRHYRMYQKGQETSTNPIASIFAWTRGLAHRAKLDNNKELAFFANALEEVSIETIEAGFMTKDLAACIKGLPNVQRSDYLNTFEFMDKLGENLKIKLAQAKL
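IDH1-R132H (0.5 ug/mL) preincubated 30 min with compound, then NADPH (0.016 mM) and alpha-KG (2 mM) added; 80 min at RT, pH 7.5. Remaining NADPH coupled via diaphorase/resazurin to fluorescence (540/590 nm); concentration-response curves normalized to no-enzyme control.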
TRHR ag – qHTS for Small Molecule Agonists and Allosteric Enhancers of Human TRH Receptor: Primary Screen for Agonists | TRHR cells, calcium flux fluo-8, FDSS agonist mode | activation, % at 2 µM | Thyrotropin-releasing hormone receptor (Homo sapiens), P34981 | 360,000 compounds, 0.18% hits; in the data active means activation above about 30%; further: 0% is about no effect
Target sequence (P34981 whole entry, looked up): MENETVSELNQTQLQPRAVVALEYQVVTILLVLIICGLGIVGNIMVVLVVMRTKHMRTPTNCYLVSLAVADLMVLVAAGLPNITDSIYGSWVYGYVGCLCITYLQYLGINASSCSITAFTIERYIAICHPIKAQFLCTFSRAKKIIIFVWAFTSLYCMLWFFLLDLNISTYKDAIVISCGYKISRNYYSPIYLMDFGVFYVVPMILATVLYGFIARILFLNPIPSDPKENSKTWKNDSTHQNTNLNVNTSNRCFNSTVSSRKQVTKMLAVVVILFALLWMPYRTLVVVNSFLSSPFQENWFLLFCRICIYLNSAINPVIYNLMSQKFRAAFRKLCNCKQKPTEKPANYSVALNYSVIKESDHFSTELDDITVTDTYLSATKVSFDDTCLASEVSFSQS
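Fluo-8-loaded TRHR cells; 10 s baseline, compound added, kinetic Ca2+ fluorescence read 1/s, agonist mode.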
TRHR enhancer – qHTS for Small Molecule Agonists and Allosteric Enhancers of Human TRH Receptor: Primary Screen for Enhancers | Thyrotropin-releasing hormone receptor (Homo sapiens), P34981 | TRHR cells, fluo-8 calcium fluorescence, EC20 TRH enhancement | enhancement, % at 2 µM | 360,000 compounds, 0.66% hits | AID 493056, 2011; in the data active means enhancement above about 30%; further: 0% is about no effect
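Enhancer read-out: after compound pinning and an initial kinetic agonist-mode read, an EC20 of TRH (10 nM final) was injected and fluo-8 calcium signal (Ex 480/Em 530) followed at 1 s/cycle for 100 cycles in TRHR-expressing cells.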
USP1-UAF1 inh – Inhibitors of USP1/UAF1: Primary Screen. Ubiquitin carboxyl-terminal hydrolase 1 (Homo sapiens), O94782. recombinant USP1/UAF1, Ub-Rhodamine cleavage fluorescence. Potency, µM (highest dose often 57.1 µM), without a hit: at the highest dose activity change, negative = inhibition, hits mostly inhibitors. 390,000 compounds, 0.23% hits; further: potency means the concentration at half of the fitted maximal effect; on the % scale 0 is the no-effect control and ±100 the full control effect; nearly all actives have a fitted effect of over 60% in size; inactives centre near -12
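In this screen, compounds sit with the deubiquitinase complex (1nM) for 15 min at room temperature before Ub-Rho is added at 150nM final. Fluorescence rise is then followed for 6 reads every 60 seconds.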
PI4K2A inh – qHTS for small molecular inhibitors of PI4K2A; purified PI4K2A, ADP-Glo luminescence, 1 h; hits give low values; Phosphatidylinositol 4-kinase type 2-alpha (Homo sapiens), Q9BTU6; 420,000 compounds, 0.13% hits; AID 1346378, 2018; activity change, negative = inhibition, % at 76.9 µM; in the data active means activity change below about -50%; inconclusive means mostly about -30% to -49%;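 further: -100% = wells without enzyme as full effect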
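PI4K2A activity was measured by ADP-Glo luminescence: enzyme (4 ug/mL stock) and phosphatidylinositol (1.2 mM stock) in Tris pH 7.5/MgCl2/EGTA/Triton X-100 buffer were reacted with ATP (300 microM stock) for one hour at ambient temperature.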
TrxR1 substrate – qHTS Assay for Substrates of Mammalian Selenoprotein Thioredoxin Reductase 1 (TrxR1): qHTS; Potency, µM (titrated, usually from 114 µM), for inactives: at the highest dose activity change, negative = substrate turnover; 390,000 compounds, 0.01% hits; purified TrxR1 substrate turnover, NADPH consumption readout; Thioredoxin reductase 1, cytoplasmic (Rattus norvegicus), O89049; further: potency means the concentration at half of the fitted maximal effect; on the % scale 0 is the no-effect control and ±100 the full control effect; nearly all actives have a fitted effect of over 50% in size
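Rat TrxR1, dispensed at 90 nM, was prereduced with 400 uM NADPH (final) for 5 min at ~22 deg C, then incubated with compound 15 min before 400 uM selenite. A first-read NADPH fluorescence drop versus no-compound background flagged substrates.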
TrxR1 inh – qHTS Assay for Inhibitors of Mammalian Selenoprotein Thioredoxin Reductase 1 (TrxR1): qHTS | Thioredoxin reductase 1, cytoplasmic (Rattus norvegicus), O89049 | recombinant rTrxR1, NADPH fluorescence consumption, selenite substrate | Potency, µM (doses to about 114 µM), for inactives: top-dose activity change, negative = inhibition, usual class: inhibitors | 390,000 compounds, 1% hits | AID 588453, 2011; further: potency means the concentration at half of the fitted maximal effect; on the % scale 0 is the no-effect control and ±100 the full control effect; nearly all actives have a fitted effect of over 65% in size
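Rat TrxR1 (90 nM in the dispensed reagent) was pre-reduced with 400 uM NADPH for 5 min at room temperature, then incubated with compound for 15 min. After 400 uM selenite was added, NADPH fluorescence (Ex 340/Em 450 nm) was followed for 8 min.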
D2 agonist – HTS Assay for Allosteric Agonists of the Human D2 Dopamine Receptor: Primary Screen for Agonists; HEK293 T-REx D2 cells, calcium flux agonist mode; 340,000 compounds, 0.53% hits; D(2) dopamine receptor (Homo sapiens), P14416; activation, % at 2 µM;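 active means activation over 3 SD above normal in the single-dose calcium agonist read, cut at about 30% in these data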; further: 0% is about no effect
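Calcium-flux readout, 1 cycle/sec over 180 s following compound pin transfer, in inducible HEK293 Trex D2 cells (force-coupled); dopamine controls included. Positive calcium responses during this window marked compounds as potential agonists.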
* marks the source's active call; other numbers are inactive results; ? = inconclusive; / = not tested or not shown; & = joins results of further samples; [ ] = another dose, or the depositor's remark. Unless noted, the call rests on the fitted dose curve; in most records, active means well fitted inhibition curve with a large enough effect; inconclusive means small, poorly fitted or top-dose-only effect; inactive means no such curve, though single readings can be large or run the other way.

Under each structure: D2 antagonist | mIDH1 inhibitor | TRHR ag | TRHR enhancer | USP1-UAF1 inh | PI4K2A inh | TrxR1 substrate | TrxR1 inh | D2 agonist
- CCOC(=O)C1(CC2CC2)CCN(C(=O)c2cc(OC)nc3ccccc23)CC1
 : 12 | 17% | -0.7 | -3 | -26% | 1 | -2% | 11% | -0.2
- CCOC(=O)/C=C(\C)N1N=C(c2ccccc2)CC1c1ccccc1 (stereo not given)
 : 11 | 0% | 2.1 | 2 | -24% | 6 | 11%[57.1 µM] | -22% | -1.2
- CCCc1cc(=O)oc2cc(OCC(=O)NCc3ccccn3)ccc12
 : -2 | 5% | -0.2 | 6 | -25% | -4 | 30% | 15% | 0.3
- CC(C)OCCCNC(=O)C1CCC(=O)N1C1CCCC1 (stereo not given)
 : -4 | -2% | 0.2 | 9 | -11% | -1 | 11%[57.1 µM] | 27% | -0.3
- Cc1cccc[n+]1CCCCCCCCCC[n+]1ccccc1C
 : -1 | 1% | -0.1 | 0 | -27% | -1 | 10%[57.1 µM] | 16% | 0.1
- COc1ccc(CNC(=O)Cc2c(C)c3c(O)cc(C)cc3oc2=O)cc1
 : / | 0% | -0.2 | 1 | -17% | -3 | 37%[activator] | 30% | 3.8
- Cc1ccc(-c2ccc(S(=O)(=O)N3CC(C)OC(C)C3)cc2)cc1 (stereo not given)
 : -4 | -2% | 0.4 | -2 | -1% | -1 | 3% | 12% | -0.2
- O=C1ON=C(c2ccccc2)/C1=C/c1ccccc1
 : 0 | 12% | 0.6 | 4 | -15% | 0 | 11% | 4.5µM* | 0.7
- CCOc1ccc(NC(=O)[C@H](C)NC(=O)C2CC(=O)N(c3ccc(OC)cc3)C2)cc1 (stereo not given in full)
 : -13 | -11% | -0.5 | -6 | -6% | -5 | ? | -4% | 1.4
- CCNC(=O)C(=O)NCC(c1cccs1)S(=O)(=O)c1ccc(C)cc1 (stereo not given)
 : / | -3% | -0.6 | 0 | -8% | 0 | -7% | 2% | /
- Cc1ccc(S(=O)(=O)NNC(=O)c2cnn(-c3ccccc3)c2-n2cccc2)cc1
 : -2 | -6% | -0.2 | 0 | -21% | -1 | -1% | 1% | 0.4
- O=C(NCCS(=O)(=O)N1CCN(c2ccccc2)CC1)C(c1ccccc1)c1ccccc1
 : / | 11% | -0.5 | -2 | -15% | 0 | 2%[57.1 µM] | 19%[57.1 µM] | 0.5
- COc1ccc(C2C(C(=O)N3CCC(C)CC3)c3ccccc3C(=O)N2C)cc1 (stereo not given)
 : 1 | -3% | 0.0 | -9 | -13% | 3 | 3%[57.1 µM] | -4%[57.1 µM] | -0.2
- CCCCN1C(N)=NC[C@@H]1C(C)O (stereo not given in full)
 : / | 0% | / | / | 14% | 2 | 4%[57.1 µM] | 42%[activator] | /
- O=C(COC(=O)c1ccccn1)NC12CC3CC(CC(C3)C1)C2
 : 0 | 11% | 0.5 | -8 | 2% | 0 | 4%[57.1 µM] | -3% | 0.1

Record cards (already shown). Values in the order: D2 antagonist | mIDH1 inhibitor | TRHR ag | TRHR enhancer | USP1-UAF1 inh | PI4K2A inh | TrxR1 substrate | TrxR1 inh | D2 agonist
COc1ccc(C2C(C(=O)N3CCC(C)CC3)c3ccccc3C(=O)N2C)cc1 (stereo not given) is listed as 1 | -3% | 0.0 | -9 | -13% | 3 | 3%[57.1 µM] | -4%[57.1 µM] | -0.2
CCOC(=O)C1(CC2CC2)CCN(C(=O)c2cc(OC)nc3ccccc23)CC1 is listed as 12 | 17% | -0.7 | -3 | -26% | 1 | -2% | 11% | -0.2
Cc1cccc[n+]1CCCCCCCCCC[n+]1ccccc1C is listed as -1 | 1% | -0.1 | 0 | -27% | -1 | 10%[57.1 µM] | 16% | 0.1
CCCc1cc(=O)oc2cc(OCC(=O)NCc3ccccn3)ccc12 is listed as -2 | 5% | -0.2 | 6 | -25% | -4 | 30% | 15% | 0.3

The list continues.
Under each structure: D2 antagonist | mIDH1 inhibitor | TRHR ag | TRHR enhancer | USP1-UAF1 inh | PI4K2A inh | TrxR1 substrate | TrxR1 inh | D2 agonist
- CCOC(=O)c1c(NC(=O)C(C)N2CCN(C(=O)c3ccco3)CC2)sc2c1CCCC2 (stereo not given)
 : 11 | ? | -0.7 | 10 | -15% | 0 | -11% | -19% | 0.8
- COC(=O)CSc1nnc(-c2ccc3c(c2)OCO3)n1C
 : -1 | 15% | -0.1 | -3 | 5% | 5 | -5%[57.1 µM] | -7%[57.1 µM] | -0.3
- COc1cccc(OC)c1OCCOc1ccc(C(=O)c2ccccc2)cc1
 : 12 | 1% | -0.7 | -9 | -23% | -2 | 1% | 18% | -0.2
- Clc1ccc2scc(CN3CCCC3)c2c1
 : / | -9% | / | / | -9% | 4 | -6% | -6% | /
- COc1cc(/C=N/N=C(/N)c2nonc2N)cc(Br)c1OCc1ccccc1C
 : -13 | 6% | 2.0 | -2 | -8% | 0 | 19%[57.1 µM] | 16%[57.1 µM] | 1.5
- Cc1ccc(/C=C/c2onc(C)c2S(=O)(=O)N2CCC(C(=O)N3CCCCC3)CC2)cc1
 : 34* | 3% | 0.4 | -1 | -26% | -3 | 8%[57.1 µM] | 27% | -0.8
- C=CCc1c(C)nc(C)nc1N/N=C/c1ccc(F)cc1
 : -3 | 3% | -0.4 | 0 | -9% | -7 | -1%[57.1 µM] | 19%[57.1 µM] | 0.1
- COc1ccc(NC(=O)c2ccccc2CC[N+](=O)[O-])cc1
 : -6 | 14% | -0.2 | -3 | -9% | -3 | 5%[57.1 µM] | 12%[57.1 µM] | 7.1
- Cc1ccc(-n2ncc(C(=O)NCCN3CCC(Cc4ccccc4)CC3)c2C2CCN(C(=O)OC(C)(C)C)CC2)cc1
 : / | 15% | -0.8 | 18 | -26% | -1 | -13% | -10% | 0.0
- CC(=O)N1C(=O)/C(=C2\SC(=S)N(c3c(C)n(C)n(-c4ccccc4)c3=O)C2=O)c2ccccc21
 : 6 | 4% | 0.0 | 13 | ? | 2 | -8% | -22% | 0.0
- COc1ccc(/C=N/OCC(=O)Nc2ccc3c(c2)OCO3)c(OC)c1
 : 29 | -3% | 0.6 | -3 | -9% | -3 | 0%[57.1 µM] | 25%[57.1 µM] | 1.7
- O=C(NCc1ccccc1C(F)(F)F)C1CC(c2cc(C(F)(F)F)cc(C(F)(F)F)c2)=NO1 (stereo not given)
 : 8 | -5% | 2.5 | 2 | -25% | -4 | 5%[57.1 µM] | 42% | 0.1
- O=C(O)C(Cc1ccccc1[N+](=O)[O-])N1C(=O)c2ccccc2C1=O (stereo not given)
 : / | 1% | / | / | -7% | 1 | 7%[11.4 µM] | -6%[11.4 µM] | /
- Cc1cccc2cc(CNCc3ccccc3)c(Cl)nc12
 : 21 | 11% | -0.3 | -2 | -18% | 3 | 0% | 8% | 12
- O=C(NCc1cccnc1)c1cc(-c2ccccc2)on1
 : -3 | 4% | -0.4 | 2 | -2% | 4 | -5% | -14% | 0.4
- COc1ccc(Cn2c(SCc3ccc(C)cc3)nc3cc(OC)c(OC)cc3c2=N)cc1Cl
 : 2 | -7% | -1.5 | 7 | -26% | -2 | 0% | 15% | -1.4
- CCCCc1c(O)nc(SCC(=O)c2ccccc2)n(-c2ccccc2C)c1=O
 : / | -1% | -0.3 | -8 | -10% | 1 | -22%[57.1 µM] | 7%[57.1 µM] | /
- COc1ccc(NC(=O)C2C3C=CC4(O3)C2C(=O)N(CCCN2CCCCC2)C4C(=O)NC2CCCC(C)C2C)cc1 (stereo not given)
 : 15 | -7% | 1.0 | -4 | -9% | -7 | -1% | 17% | 2.0
- COc1ccc(-c2cc(-c3n[nH]c(=S)n3-c3cc(OC)ccc3OC)[nH]n2)cc1
 : / | 3% | 0.5 | 29 | -8% | 6 | 2% | ? | /
- Cc1cc(C)c(C(=O)COC(=O)c2ccc([N+](=O)[O-])o2)cc1C
 : -2 | 5% | -0.4 | 0 | -1% | -1 | -10% | -1%[57.1 µM] | -1.0
- Cc1ccc(NC(=O)CSCC(=O)Nc2cc(Cl)ccc2N2CCOCC2)cc1
 : 7 | 1% | -0.4 | 0 | -16% | -3 | 2% | 16% | 0.7
- Cc1cc(N2CCOCC2)nc(SCc2ccc(Cl)cc2Cl)n1
 : 0 | -2% | -0.7 | 4 | -7% | -8 | -12% | 0%[57.1 µM] | 0.6
- COCCn1c(C)cc(O)c(C(c2ccccc2)N2CCCCC2)c1=O (stereo not given)
 : / | 13% | 0.3 | -3 | -22% | -17 | 6%[57.1 µM] | 36%[57.1 µM] | -0.2
- Cc1ccccc1NC(=O)Nc1cccs1
 : -21 | 0% | 0.8&-0.1 | 0&5 | 3%&-11% | -14&0 | -9%&-2% | -25%&-4% | 0.6&-0.6
- CCc1ccccc1N1C(=O)CN(S(=O)(=O)CC)CC1(C)C(=O)NC1CCCCC1 (stereo not given)
 : / | 2% | -0.8 | -11 | -30% | -5 | -7% | 12% | 1.0
- CCC(=O)N1CCc2cc(S(=O)(=O)NCCC(=O)Nc3ccc(OC)cc3)ccc21
 : 2 | -2% | -0.1 | 3 | -33% | -9 | 5% | 18% | 0.5
